# EBNA-1 inhibitor: blocks EBNA-1 binding to DNA. EBNA-1 DNA binding, fluorescence polarization. inhibition, % at 14.8 µM. 300,000 compounds, 0.34% hits. AID 1950; in the data active = inhibition above about 28%
# MCL1-BIM inh: inhibitors of human MCL1 binding to BIM-BH3 peptide. Q07820. GST-MCL1 / FITC-Bim-BH3 fluorescence polarization. inhibition, % at 10.9 µM. 320,000 compounds, 0.68% hits;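 active = inhibition above the mean inhibition of all tested compounds plus 3 SD, set per campaign, cut at about 40% in these data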;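 also: 0% = DMSO wells and 100% = unlabeled Bim-BH3 peptide control; higher means more loss of mP so more displacement of Bim peptide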
# Target sequence (Q07820 whole entry, looked up): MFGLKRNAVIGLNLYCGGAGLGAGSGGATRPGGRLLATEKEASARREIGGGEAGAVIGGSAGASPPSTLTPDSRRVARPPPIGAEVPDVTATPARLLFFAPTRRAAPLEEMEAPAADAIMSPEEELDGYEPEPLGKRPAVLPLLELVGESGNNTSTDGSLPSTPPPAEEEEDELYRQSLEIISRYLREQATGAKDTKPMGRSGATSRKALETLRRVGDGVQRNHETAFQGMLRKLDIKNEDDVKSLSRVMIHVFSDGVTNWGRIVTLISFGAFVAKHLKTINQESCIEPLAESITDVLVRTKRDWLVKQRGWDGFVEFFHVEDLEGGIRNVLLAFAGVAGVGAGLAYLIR
# ZTA DNA inh: ZTA (EBV) inhibition in EBNA-1 counter-screen | P03206 | ZTA-DNA binding, fluorescence polarization | inhibition, % at 11 µM | 320,000 compounds, 0.15% hits | AID 2234; in the data active = inhibition above about 33%
# Target sequence (P03206 whole entry, looked up): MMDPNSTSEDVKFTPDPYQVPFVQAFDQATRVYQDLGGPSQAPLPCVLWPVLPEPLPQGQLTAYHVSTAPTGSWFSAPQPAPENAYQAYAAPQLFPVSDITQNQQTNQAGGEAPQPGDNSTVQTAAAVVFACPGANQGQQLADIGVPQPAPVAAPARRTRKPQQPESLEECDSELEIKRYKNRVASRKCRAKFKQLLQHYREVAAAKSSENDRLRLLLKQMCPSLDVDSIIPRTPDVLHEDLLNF
# Fam108B counter: Fam108B inhibition, counter-screen for RBBP9 inhibitors | recombinant Fam108B, FP-Rh probe fluorescence polarization | inhibition, % at 9.51 µM | AID 1947 | 300,000 compounds, 0.33% hits;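 active = inhibition above the screen mean inhibition plus 3 SD, computed separately per campaign, cut at about 18% in these data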;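 also: inhibitors lower polarization as less probe binds the enzyme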
# GLD-1 RNA inh: GLD-1-TGE RNA interaction inhibition (C. elegans); purified GLD-1 + fluorescein TGE RNA, fluorescence polarization; Q17339; inhibition, % at 5.96 µM; 320,000 compounds, 0.44% hits;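 active = percent inhibition above a per-plate cutoff, the plate mean of test compounds plus 3 SD, cut at about 30% in these data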;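 also: 0% = DMSO wells with GLD-1 and probe and 100% = wells lacking GLD-1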
# Target sequence (Q17339 whole entry, looked up): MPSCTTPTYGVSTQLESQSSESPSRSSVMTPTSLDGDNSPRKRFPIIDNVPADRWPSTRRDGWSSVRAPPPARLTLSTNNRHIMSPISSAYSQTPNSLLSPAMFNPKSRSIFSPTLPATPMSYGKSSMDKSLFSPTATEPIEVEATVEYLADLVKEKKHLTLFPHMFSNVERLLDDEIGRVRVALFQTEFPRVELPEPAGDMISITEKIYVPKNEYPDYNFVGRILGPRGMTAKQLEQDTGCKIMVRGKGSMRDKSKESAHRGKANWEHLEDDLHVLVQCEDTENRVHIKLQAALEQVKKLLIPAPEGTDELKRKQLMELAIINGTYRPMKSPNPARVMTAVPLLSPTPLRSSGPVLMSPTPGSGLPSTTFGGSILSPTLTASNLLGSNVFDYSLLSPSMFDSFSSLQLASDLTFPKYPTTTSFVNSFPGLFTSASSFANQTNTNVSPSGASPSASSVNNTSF
# CR mimetic SO: lowers age-related superoxide in aged yeast cells | superoxide response (% of plate mean), % at 10 µM | 330,000 compounds, 0.18% hits | S. cerevisiae aged cells, superoxide DHE fluorescence; stronger effect = lower value | AID 2690;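 active = superoxide response under a set limit, about three screen SD below normal, cut at about 65% in these data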;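 also: yeast aged for seven days with compound at 30 °C before DHE staining; 100% = average MFI of all compound-treated wells on the plate with controls excluded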
# Efflux pump inh: inhibitors of Candida antifungal efflux pumps expressed in yeast | S. cerevisiae Candida pump triplex, Nile Red efflux | inhibition, % at 10 µM | 330,000 compounds, 0.44% hits;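 active = plate passing quality check with inhibition over a set limit, or well fluorescence over plate mean plus 4 SD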;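 also: Nile Red retained in pooled yeast measured as flow cytometry median fluorescence; 0% = buffer negative control and 100% = Enniatin B positive control; higher means more Nile Red kept so more efflux inhibition; some compounds called inactive have numbers as strong as hits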
# BCLXL inh: blocks human Bcl-xL binding to Bim BH3 peptide; Q07817; GST-Bcl-xL / FITC-Bim BH3 peptide fluorescence polarization; inhibition, % at 10.9 µM; 320,000 compounds, 0.7% hits; AID 2129;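 active = inhibition above the mean of all tested compounds plus 3 SD, cutoff set per campaign, cut at about 30% in these data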;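 also: 0% = DMSO wells and 100% = unlabeled Bim-BH3 peptide competitor; inhibitors lower millipolarization by displacing the labeled peptide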
# MEX-5 binding: C. elegans MEX-5 TCR-2 RNA binding activity; Q9XUB2; MEX-5/FITC-TCR2 RNA binding, fluorescence polarization; stronger effect = lower value; activity score (negative = inhibition of binding), % at 10 µM; 300,000 compounds, 0.38% hits; AID 1832;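 active = inhibition past about -25% in most replicates, and total fluorescence under double the plate's negative control median, limit read from the data; inconclusive = replicates evenly split on the limit, or fluorescence at least double controls; inactive = too little inhibition in most replicates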;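 also: 0% = DMSO and -100% = 5 µM competing unlabeled TCR2 RNA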
# * marks the source's active call; other numbers are inactive results; ? = inconclusive; . = not tested or not shown. No enrichment for hits; about 2.3% have a hit in one of these screens.
# The line under a structure holds: ZTA DNA inh	CR mimetic SO	MCL1-BIM inh	MEX-5 binding	EBNA-1 inhibitor	GLD-1 RNA inh	BCLXL inh	Fam108B counter	Efflux pump inh
- O=C(NCCNC(=O)c1ccc([N+](=O)[O-])cc1)c1ccncc1
→ 25	113	2	0.0	14	6	7	-1	0.1
- Cc1nn(-c2ccccc2)c(Cl)c1C(=O)N(C)c1nc(-c2ccc(F)cc2)cs1
→ -12	95	23	-1.4	-3	4	4	4	0.1
- Cc1ccccc1NC(=O)Cc1nc(COC(=O)COc2ccccc2C(C)C)cs1
→ 6	121	-7	.	.	-2	-3	.	0.1
- CC(C)(C)c1cc(NC(=O)Nc2ccc(Br)cc2Cl)no1
→ 12	91	0	1.8	-9	8	0	-36	0.2
- CCn1c(=O)c(C(=O)Nc2ccccc2)c(O)c2ccccc21
→ 11	97	0	-4.0	-2	-5	-2	-1	0.1
- CC1=CC(=C(C#N)C#N)C=C(C)N1Cc1ccccc1
→ -14	105	3	2.2	-3	6	4	-5	-0.2
- COc1cccc(-c2n[nH]c(=S)n2Cc2ccco2)c1
→ 4	102	5	1.1	-8	1	-4	1	0.2
- CCOC(=O)c1cccc(NC(=O)CCc2ccccc2)c1
→ 0	104	0	1.9	-10	-4	7	-2	0.0
- c1ccc2c(OCCCCN3CCCC3)cccc2c1
→ 6	95	7	-0.8	6	-7	8	3	-0.1
- CCOC(=O)c1c(C)[nH]c(C)c1C=O
→ 4	98	1	-3.4	-2	4	3	-4	0.1
- CCN(Cc1ccccc1)C(=O)CSc1ncn[nH]1
→ -5	86	-3	1.5	-6	-1	-5	-2	-0.1
- Clc1ccc(CSc2nncn2-c2ccc3c(c2)OCCO3)cc1
→ 2	85	-2	4.6	-1	3	5	-4	-0.1
- Nc1c(S(=O)(=O)c2ccccc2)nnn1-c1ccccc1
→ 19	112	2	-1.1	9	4	2	2	-0.1
- CC(O)(CS(=O)(=O)Cc1ccc(Cl)cc1)C(=O)Nc1cccc(C(F)(F)F)c1 (configuration not stated)
→ -3	95	2	0.6	-7	4	-1	0	0.0
- Nn1c(SCC(=O)NCc2ccc3c(c2)OCO3)nnc1C1CC1
→ 3	103	-9	-2.4	8	-5	-5	-1	0.0
- CC1(C)c2[nH]c3ccccc3c2C[C@@H]2C(=O)N(c3ccc(F)cc3F)C(=O)N21
→ -12	95	11	?	2	27	12	-1	0.0
- Cc1ccc(S(=O)(=O)N2CCC(=O)N(C(COC(=O)Nc3ccccc3)Cc3ccccc3)CC2)cc1 (configuration not stated)
→ -7	.	4	-2.1	8	0	4	0	.
- Cc1cc(N2CCOCC2)nc(SCc2c(Cl)cccc2Cl)n1
→ -17	96	11	-2.1	3	7	5	4	0.1
- Cn1c(SCC(=O)N2CCOCC2)nc2c(c1=O)SCC2
→ 19	99	3	1.4	12	5	1	1	0.0
- N#Cc1ccccc1NC(=O)CSc1nnc(-c2ccncc2)o1
→ -13	98	10	0.8	-3	-1	5	1	-0.2
- COc1ncnc2sc(-c3ccccc3)cc12
→ -7	114	1	-0.6	-3	4	-1	-1	0.2
- Cc1ccccc1Oc1nc2ccccn2c(=O)c1/C=C(\C#N)C(=O)Nc1c(C)n(C)n(-c2ccccc2)c1=O
→ 2	95	1	0.5	-9	-6	1	-1	0.1
- COc1ccc(C(=O)N=C2SC3CS(=O)(=O)CC3N2c2ccc(N(C)C)cc2)cc1OC (configuration not stated)
→ -1	91	1	.	-4	-2	1	1	-0.1
- COC(=O)CCSc1nc(N2CCOCC2)c2c(c1C#N)CC(C)(C)OC2
→ 0	93	10	0.0	-11	1	3	4	0.6
- O=C(NCc1cc([N+](=O)[O-])ccc1O)c1cccnc1Sc1ccc(Cl)cc1
→ 23	103	4	0.1	3	7	7	4	-0.1
- CCCc1cc(C(N)=O)c(NC(C)=O)s1
→ 1	78	8	.	-7	-1	4	2	-0.1
- O=C(Cn1nnc(-c2ccccc2)n1)N/N=C/c1ccco1
→ -15	93	4	-4.5	2	-1	5	0	-0.1
- COc1cccc(C2C3=C(CCCC3=O)Nc3nc(-c4cc(OC)c(OC)c(OC)c4)nn32)c1 (configuration not stated)
→ -2	101	-3	-1.7	14	7	5	-2	0.0
- CC1(OC(=O)C2CCCC2)C(=O)C=C2C=C(c3ccsc3)N(C(CO)CO)C=C2C1=O (configuration not stated)
→ -3	105	6	-0.6	3	9	8	1	0.1
- O=C(N/N=C/c1cc2c(cc1Cl)OCO2)c1ccncc1
→ 5	104	10	-1.1	-3	4	2	1	0.1

# Structures above that have a nitro group on carbon, in the order listed:
# The line under a structure holds: ZTA DNA inh	CR mimetic SO	MCL1-BIM inh	MEX-5 binding	EBNA-1 inhibitor	GLD-1 RNA inh	BCLXL inh	Fam108B counter	Efflux pump inh
- O=C(NCCNC(=O)c1ccc([N+](=O)[O-])cc1)c1ccncc1
→ 25	113	2	0.0	14	6	7	-1	0.1
- O=C(NCc1cc([N+](=O)[O-])ccc1O)c1cccnc1Sc1ccc(Cl)cc1
→ 23	103	4	0.1	3	7	7	4	-0.1

# The list continues.
# The line under a structure holds: ZTA DNA inh	CR mimetic SO	MCL1-BIM inh	MEX-5 binding	EBNA-1 inhibitor	GLD-1 RNA inh	BCLXL inh	Fam108B counter	Efflux pump inh
- Oc1ccccc1-c1nnc(-c2ccc(C(F)(F)F)cc2)o1
→ 21	111	3	-1.3	-10	1	-5	0	0.1
- O=C(CSc1nnc(SCc2ccc(Cl)cc2)s1)N1CCOCC1
→ -1	108	2	-0.1	-3	3	4	-1	0.0
- Cc1cc(N2CCOCC2)nc(-c2ccc([N+](=O)[O-])cc2)n1
→ -25	81	2	-0.2	-7	-2	1	3	0.1
- CC(=O)c1cccc(NC(=O)C2CCCN(S(=O)(=O)c3ccccc3)C2)c1 (configuration not stated)
→ -7	103	-6	1.3	-2	4	-1	5	-0.1
- O=C(COC(=O)/C=C/c1ccco1)Nc1cccc([N+](=O)[O-])c1
→ 1	84	0	0.7	18	-1	5	2	0.1
- CC(C)(OC(=O)c1ccc(C(F)(F)F)cc1)c1cc2ccccc2c(=O)o1
→ -3	86	9	.	.	-3	5	.	0.0
- Cc1cc(C)n(-c2ccc(C(=O)NC(C)C)cc2)n1
→ -4	105	5	0.4	-21	0	1	4	0.1
- CC(=O)N/C(=C\c1ccccc1)C(=O)NC(C)C(=O)O (configuration not stated)
→ 0	93	-4	0.4	-2	-3	-5	-1	-0.1
- CCCCN(Cc1ccco1)S(=O)(=O)c1c[nH]c(C(=O)OC)c1
→ 7	93	-7	2.4	-7	9	-1	-5	-0.1
- CCCCC(=O)Nc1ccc(N2CCN(c3ccc(F)cc3)CC2)cc1
→ 9	94	3	0.1	7	2	6	-1	-0.1
- CN(C/C=C/c1ccccc1)C1CCCCC1
→ -6	113	11	1.3	4	2	-3	-3	0.0
- Oc1ccc(F)cc1-c1cc(-c2ccc3c(c2)OCCO3)n[nH]1
→ 0	97	5	1.9	27	7	3	-7	0.1
- Clc1ccc(Cn2c(-c3cccnc3Cl)nc3ccccc32)cc1
→ -13	88	9	0.2	4	2	-2	1	0.1
- Clc1ccc(-c2csc(=Nc3cccnc3)n2CCCn2ccnc2)cc1Cl
→ -8	103	6	5.4	0	2	7	4	-0.9
- CCOC(=O)c1cnc(SCc2nc(N)nc(Nc3ccccc3)n2)nc1N
→ -12	102	6	3.1	6	-2	2	-6	-0.2

# Ordered by formula weight (high to low): 4 of the compounds above.
# The line under a structure holds: ZTA DNA inh	CR mimetic SO	MCL1-BIM inh	MEX-5 binding	EBNA-1 inhibitor	GLD-1 RNA inh	BCLXL inh	Fam108B counter	Efflux pump inh
- Clc1ccc(-c2csc(=Nc3cccnc3)n2CCCn2ccnc2)cc1Cl
→ -8	103	6	5.4	0	2	7	4	-0.9
- CCCCN(Cc1ccco1)S(=O)(=O)c1c[nH]c(C(=O)OC)c1
→ 7	93	-7	2.4	-7	9	-1	-5	-0.1
- O=C(COC(=O)/C=C/c1ccco1)Nc1cccc([N+](=O)[O-])c1
→ 1	84	0	0.7	18	-1	5	2	0.1
- Cc1cc(C)n(-c2ccc(C(=O)NC(C)C)cc2)n1
→ -4	105	5	0.4	-21	0	1	4	0.1

# Next part
# The line under a structure holds: ZTA DNA inh	CR mimetic SO	MCL1-BIM inh	MEX-5 binding	EBNA-1 inhibitor	GLD-1 RNA inh	BCLXL inh	Fam108B counter	Efflux pump inh
- CCN1C(=O)CC(c2ccc(OC(C)C)cc2)C1=O (configuration not stated)
→ -8	108	4	2.2	-2	-5	8	4	0.1
- O=C(c1ccccc1)N1CCN(C(=O)c2nn3c(C(F)(F)F)cc(-c4ccco4)nc3c2Cl)CC1
→ -2	100	3	-1.9	5	2	5	2	-0.8
- O=C(Nc1n[nH]c(C2CCCCC2)n1)C1CCCCC1
→ 2	96	-8	-1.3	2	3	-2	-3	0.0
- O=C(NCC(c1ccco1)N1CCN(c2ccccc2F)CC1)OCc1ccccc1 (configuration not stated)
→ -10	107	-3	-4.5	-1	-1	3	-3	-0.2
- CCN(CC)CCCn1c2c(c(SCC(=O)Nc3nc(C)cs3)nc1=O)CCC2
→ -12	97	1	-0.8	8	-2	-1	2	-0.2
- CNc1nc2sc3c(c2c(=O)n1C)CC(C)(C)SC3
→ -2	98	-5	-0.6	-11	-3	10	2	0.2
- CCCCCNC(=O)c1cccnc1SCC(=O)Nc1ccccc1OC
→ -2	112	-7	-0.7	-2	-2	0	-1	-0.2
- Cn1c(N)c(C(=O)COC(=O)CCC2CCCCC2)c(=O)n(C)c1=O
→ -11	103	-11	1.6	-8	-4	-1	2	0.2
- Cc1nc(C(=O)Nc2ccccc2)sc1C(=O)Nc1ccccc1
→ 2	113	7	-0.9	-1	-2	4	1	-0.1
- CCc1c(C)nc2ncnn2c1N1CCC(C(=O)Nc2ccc(C)cc2)CC1
→ -1	84	7	-2.7	13	2	1	-1	0.0
- O=C(c1ccco1)N1CCC(c2nc3c(nnn3Cc3ccccc3Cl)c(=O)[nH]2)CC1
→ 8	102	-2	0.0	9	3	-4	-3	0.0
- CCCCOc1ccc(C(=O)N/C(=C\c2ccc(OC)cc2)C(=O)OCc2ccco2)cc1
→ 4	92	7	0.0	0	-2	2	-7	-0.1
- CCN(Cc1ccncc1)C(=O)c1cc(COc2c(C)cccc2C)on1
→ 1	109	-10	0.7	-8	-3	0	5	0.2
- O=C1C(=O)N(CCN2CCOCC2)C(c2ccc(Cl)c(Cl)c2)/C1=C(/O)c1ccc2c(c1)OCO2 (configuration not stated)
→ 8	96	4	1.9	2	-9	5	3	-0.1
- CC1Cc2ccccc2N1CC(=O)c1c(N)n(Cc2ccccc2)c(=O)n(C)c1=O (configuration not stated)
→ -10	88	-14	-1.5	-6	1	-4	2	-0.1
- Cc1ccc2nc(-c3ccncc3)c(NC3CCCCC3)n2c1
→ 0	92	5	0.6	-2	21	17	3	-0.1
- Cc1cc(NC(=O)NN2CCOCC2)nn1-c1c(Cl)cc(Cl)cc1Cl
→ 1	101	2	0.6	-13	-3	-3	1	0.1
- CCOc1cc2[nH]c(=O)n(CCC(=O)NCCc3ccc(OC)c(OC)c3)c(=O)c2cc1OCC
→ 9	92	0	-1.4	-5	-4	-1	5	0.6
- C=CCNc1cc(N2CCCC2)ccc1[N+](=O)[O-]
→ 5	114	4	1.0	-4	3	2	0	0.0
- CCOc1cc(/C=N/NC(=O)C(=O)Nc2cc(Cl)ccc2C)ccc1O
→ 11	97	8	0.2	13	-4	4	-4	0.2
- CC(C)CNC(=O)COC(=O)c1cc(S(=O)(=O)N(C)C)ccc1N1CCCC1
→ -1	101	0	0.7	-2	-5	6	0	-0.1
